Screens: PubChem BioAssay, several laboratories
TRPC4 inh: inhibitors of mouse TRPC4 channel, primary screen, Fluo4 calcium, HEK293 TRPC4beta/mu-opioid cells | Short transient receptor potential channel 4 (Mus musculus), Q9QUQ5 | DAMGO-evoked Fluo4 calcium flux; active compounds read low | B-score at 10 µM | hit rate 0.39% among 300,000 | AID 2247, 2010;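 active means B-score over 3 SD under the library average, no early fluorescence shift, positive overall ratio signal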
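material = TRPC4beta/mu-opioid receptor HEK293 cell line | probe or stimulus = sequential submaximal and maximal DAMGO stimulation | compound dosing = one concentration per compound | measured by = Fluo4 Ca2+ flux fluorescence | evaluation = integrated fluorescence ratio relative to baseline, converted to per-well B score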
TRPC6 act: mouse TRPC6 channel activators, primary screen, cell-based, HEK293, membrane potential dye; AID 2550, 2010; B-score at 10 µM; Short transient receptor potential channel 6 (Mus musculus), Q61143; hit rate 0.13% among 310,000; HEK293-TRPC6 membrane potential dye fluorescence; active compounds read high;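 active means B-score of the integrated fluorescence ratio above library mean plus 3 SD, and starting fluorescence ratio within library mean plus 5 SD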;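 further: higher score means more depolarization so channel activation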
MrgX1 antagonist: antagonists of human MrgX1 receptor, primary screen, HEK293 cells, Fluo-4 calcium flux | AID 588676, 2011 | B-score at 10 µM | BAM8-22 antagonism; active compounds read low | hit rate 1.3% among 310,000;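 active means calcium-response B-score plate-corrected more than 3 library SD below zero, starting fluorescence within 5 deviations, no agonist response on first addition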;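 further: peak minus trough fluorescence over baseline after final BAM8-22 challenge near maximal dose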
MrgX1 allo act: positive allosteric modulators of MrgX1, primary screen, HEK293 cells, Fluo-4 calcium flux | Mas-related G-protein coupled receptor member X1 (Homo sapiens), Q96LB2 | FDSS; active compounds read high | hit rate 0.63% among 310,000 | AID 588675, 2011 | B-score at 10 µM;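 active means plate-corrected calcium response at least 3 library SD above typical, normal starting fluorescence, not activating the receptor alone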;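 further: compound read alongside a low EC10 to EC30 dose of BAM8-22 agonist; peak minus trough fluorescence over baseline measured at the second addition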
TMEM16A inh: TMEM16A chloride channel inhibitors, primary screen, cell-based, HTS; HEK293 TMEM16A/YFP iodide influx fluorescence, ionomycin; Anoctamin-1 (Mus musculus), Q8BHY3; AID 588511, 2011; hit rate 1.2% among 310,000; normalized B-score (activity score, 25-100; higher = stronger inhibition) at 10 µM;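 active means ratio plate-corrected score three or more library SD toward inhibition, starting fluorescence score within five deviations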;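 further: score derived from kinetic fluorescence span divided by baseline fluorescence per well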
Target sequence (Q8BHY3 whole entry, looked up): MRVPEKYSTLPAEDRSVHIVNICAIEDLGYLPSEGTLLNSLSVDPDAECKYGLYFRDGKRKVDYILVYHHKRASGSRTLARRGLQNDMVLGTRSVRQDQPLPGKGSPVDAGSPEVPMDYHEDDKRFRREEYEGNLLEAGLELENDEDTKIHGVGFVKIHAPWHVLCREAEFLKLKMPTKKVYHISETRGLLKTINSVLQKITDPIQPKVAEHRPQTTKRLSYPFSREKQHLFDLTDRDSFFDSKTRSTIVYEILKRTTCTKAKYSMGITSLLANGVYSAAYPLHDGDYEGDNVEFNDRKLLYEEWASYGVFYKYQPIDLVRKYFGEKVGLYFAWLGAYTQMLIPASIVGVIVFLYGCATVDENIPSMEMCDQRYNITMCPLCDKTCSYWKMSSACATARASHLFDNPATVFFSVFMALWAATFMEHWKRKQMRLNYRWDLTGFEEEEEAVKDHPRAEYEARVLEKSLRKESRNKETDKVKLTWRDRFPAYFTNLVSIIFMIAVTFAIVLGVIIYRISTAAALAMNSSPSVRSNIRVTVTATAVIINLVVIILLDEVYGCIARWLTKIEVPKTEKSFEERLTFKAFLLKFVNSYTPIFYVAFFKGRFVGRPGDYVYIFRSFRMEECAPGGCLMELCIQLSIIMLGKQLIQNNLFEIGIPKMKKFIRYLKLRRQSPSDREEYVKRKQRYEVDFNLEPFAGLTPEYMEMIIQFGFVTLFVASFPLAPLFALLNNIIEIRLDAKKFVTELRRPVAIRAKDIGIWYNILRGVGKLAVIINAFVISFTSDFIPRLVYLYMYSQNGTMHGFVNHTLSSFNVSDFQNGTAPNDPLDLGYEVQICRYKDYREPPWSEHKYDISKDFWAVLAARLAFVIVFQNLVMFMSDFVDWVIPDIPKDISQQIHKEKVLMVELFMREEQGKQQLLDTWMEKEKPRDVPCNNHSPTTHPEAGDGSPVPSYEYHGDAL
TRPC6 inhibitor: mouse TRPC6 channel inhibitors, primary screen, cell-based, HEK293, membrane potential dye | ACh-evoked depolarization; active compounds read low | hit rate 1.1% among 310,000 | B-score at 10 µM | Short transient receptor potential channel 6 (Mus musculus), Q61143;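 active means B-score under library mean minus 3 SD, initial fluorescence not abnormally high, positive integrated signal ratio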;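 further: B-score derived from integrated fluorescence ratio over the kinetic read; more negative B-score means stronger inhibition of depolarization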
TMEM16A act: TMEM16A chloride channel activators or potentiators, primary screen, cell-based, HTS. HEK293 TMEM16A/YFP-H148Q/I152L, iodide quench fluorescence; active compounds read low. B-score at 10 µM. hit rate 0.3% among 340,000. AID 623877, 2012;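 active means fluorescence-ratio B-score plate-corrected deviation score at least 3 library SD below zero, with starting fluorescence score within 5 deviations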;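 further: channel opened by trigger with iodide after compound preincubation; score built on the fluorescence ratio of max minus min over baseline; more negative score means more quench and so TMEM16A activation or potentiation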
MrgX1 ag: agonists of human MrgX1 receptor, primary screen, HEK293 cells, Fluo-4 calcium flux; Mas-related G-protein coupled receptor member X1 (Homo sapiens), Q96LB2; Fluo-4 calcium fluorescence, agonist mode; active compounds read high; B-score at 10 µM; hit rate 0.44% among 310,000; AID 588627, 2011;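 active means calcium response B-score plate-corrected fluorescence ratio at least 3 library SD, with starting fluorescence B-score inside 5 SD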
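System – MrgX1-expressing HEK293 cells · Incubation – cells plated overnight, dye loaded 0.5 h 37 °C, 0.5 h room temperature · Technique – kinetic Fluo-4 NW fluorescence of intracellular calcium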
TRPC4 act: activators of mouse TRPC4 channel, primary screen, Fluo4 calcium, HEK293 TRPC4beta/mu-opioid cells | AID 2237, 2010 | hit rate 0.49% among 310,000 | Short transient receptor potential channel 4 (Mus musculus), Q9QUQ5 | B-score at 10 µM | Fluo4 calcium fluorescence; active compounds read high;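 active means B-score above 5 SD of library B-scores, and initial fluorescence ratio not above library mean plus 5 SD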;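 further: positive B-score marks a calcium rise read as TRPC4 activation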
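Test system: HEK293 cells stably co-expressing mouse TRPC4beta and mu-opioid receptor | Schedule: Fluo4 dye loading 45 min at room temperature, 110 s recording | Measured by: Kinetic Fluo4 calcium fluorescence, 5 s baseline at 1 Hz | Evaluation: B score of integrated ratio | Controls: Buffer (low) and maximal DAMGO (high)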
SKKanGAS inh: S. pyogenes SKKanGAS growth inhibitors in kanamycin, primary screen, streptokinase expression inhibitor project, SKKanGAS strain, BacTiter-Glo luminescence | 6 h | inhibition, % at 7.5 µM | hit rate 1.3% among 300,000 | AID 1662, 2009;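 active means mean replicate score, as percent of positive control median, at least 50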;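 further: strain carries kanamycin resistance gene driven by streptokinase promoter and grows in 40 µg/ml kanamycin; loss of luminescence reflects streptokinase promoter inhibition or plain growth inhibition; 0% = median of DMSO wells and 100% = positive control at its reference dose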
TRPC4 potent: positive allosteric modulators of TRPC4, primary screen, cell-based, mouse TRPC4beta, HEK293 mu-opioid, Fluo-4 calcium; Short transient receptor potential channel 4 (Mus musculus), Q9QUQ5; DAMGO EC20, Fluo-4 Ca2+ flux; active compounds read high; B-score at 10 µM; hit rate 0.42% among 310,000; AID 2227, 2009;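 active means B-score of calcium response area above 5 SD of library B-scores, with initial fluorescence ratio within 5 SD of library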;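 further: B-score of integrated fluorescence ratio over time as area under calcium response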
Starred values were filed as active, the others as inactive; i = inactive; x = no result given. No enrichment for hits. About 6.7% of those tested had a hit in this group.

SMILES	TRPC4 inh	TRPC6 act	MrgX1 antagonist	MrgX1 allo act	TMEM16A inh	TRPC6 inhibitor	TMEM16A act	MrgX1 ag	TRPC4 act	SKKanGAS inh	TRPC4 potent
CC1C=CCC2C(=O)N(c3cccc(C(=O)Nc4ccc(Br)cc4)c3)C(=O)C12 (stereo unspecified)	i	i	i	i	25*	i	i	i	i	15	i
Cc1cc(=O)[nH]c2n[nH]c(-c3ccccc3)c12	i	i	i	i	i	i	i	i	i	-1	i
O=C(Nc1ccc(-c2cn3ccccc3n2)cc1)c1cccs1	i	i	i	i	i	i	i	i	i	1	i
Cc1nn(CC(=O)N2CCN(c3cccc(C(F)(F)F)c3)CC2)c(=O)c2cccn12	i	i	i	i	i	i	i	i	i	0	i
COCCOC(=O)C1=C(C)NC(C)=C(C(=O)OCCOC)C1/C=C/c1ccccc1OC	i	i	i	i	i	i	i	i	i	-2	i
COc1ccccc1C1C(C(N)=O)=C(C)Nc2ncnn21 (stereo unspecified)	i	i	i	i	i	i	i	i	i	-3	i
Cc1cccc(C(C)C)c1NC(=O)C1CCN(S(=O)(=O)c2ccccc2)CC1	i	i	i	i	i	i	i	i	i	-6	i
CCCC(c1nnnn1Cc1cccs1)N1CCN(C2CCCC2)CC1 (stereo unspecified)	i	i	i	i	i	i	i	i	i	5	i
COc1ccc(CN2CCC(C(=O)c3ccc(Cl)cc3)CC2)cc1	i	i	i	i	i	i	i	i	i	1	i
O=C(Nc1cccc(Cl)c1)N1CCCCCC1	i	i	i	i	i	i	i	i	i	-4	i
CCOC(=O)C1=C(c2ccccc2)OC(N)=C(C#N)C1c1ccncc1 (stereo unspecified)	i	i	i	i	i	i	i	i	i	-1	i
COc1ccc(C2/C=C\CN(C(=O)Nc3ccccc3-c3ccccc3)CC(=O)N2Cc2ccc(F)cc2)cc1 (stereo unspecified)	x	i	i	i	i	i	i	i	i	31	i
O=C(CN1CCOCC1)Nc1ncc(Br)cc1Br	i	i	i	i	i	i	i	i	i	0	i
CNC(=O)c1cnc(-c2ccccc2)nc1-c1ccccc1	i	i	i	i	i	i	i	i	i	-7	i
Cc1oc2c(cc(NS(=O)(=O)c3cccs3)c3ccccc32)c1C(=O)OC(C)C	i	i	i	i	i	i	i	i	i	32	i
CN1C(=O)c2ccc(C(=O)NCc3ccccn3)cc2C1=O	i	i	i	i	i	i	i	i	i	3	i
CN1CCN(c2ccc(-c3cccc(NC(=O)COc4ccc(Cl)cc4)c3)nn2)CC1	i	i	i	i	i	i	i	i	i	0	i
CC(=O)c1c(C)[nH]c(C(=O)NC2CCCCC2)c1C	i	i	i	i	i	i	i	i	i	3	i
CCC1COCCS(=O)(=O)N1Cc1ccc(Cl)cc1 (stereo unspecified)	i	i	i	i	i	i	i	i	i	4	i
COc1ccc(CNC(=O)OCc2nccnc2C(=O)Nc2ccc(Br)cn2)cc1	i	i	i	i	i	i	i	i	i	4	i
COc1cccc(NC(=O)CCS(=O)(=O)c2cc3c(cc2Cl)NC(=O)CO3)c1	i	i	i	i	i	i	i	i	i	-4	i
CC(=O)Nc1c(Br)cc(N2C(=O)CCC2=O)cc1Br	i	i	i	i	i	i	i	i	i	0	i
COc1cc(C=O)ccc1OCc1ccc(Cl)nc1	i	i	i	i	i	i	i	i	i	-1	i
Cc1ccc(NC(=S)NCc2cccn2C)cc1	i	i	i	i	i	i	i	i	i	1	i
CCOC(=O)N1CCN(C(=O)CSc2nnc3[nH]c(=O)c(C)c(C)n23)CC1	i	i	i	i	i	i	i	i	i	-9	i
Other records.
SMILES	TRPC4 inh	TRPC6 act	MrgX1 antagonist	MrgX1 allo act	TMEM16A inh	TRPC6 inhibitor	TMEM16A act	MrgX1 ag	TRPC4 act	SKKanGAS inh	TRPC4 potent
COCCCNC(=O)CC1C(=O)N(Cc2ccccc2)C(C)c2nc3ccccc3n21 (stereo unspecified)	i	i	i	i	i	i	i	i	i	5	i
CC1CC(C)CN(C(=O)C(NS(=O)(=O)c2ccc3c(c2)oc(=O)n3C)C(C)C)C1 (stereo unspecified)	i	i	i	i	i	i	i	i	i	-3	i
CC(=O)N1CCC(N(C(=O)Nc2c(F)cccc2F)C(C)C)CC1	i	i	i	i	i	i	i	i	i	-5	i
CCOC(=O)C1CCN(C(=O)c2ccccc2NC(=O)c2ccc(Cl)cc2)CC1	i	i	i	i	i	i	i	i	i	0	i
CCOC(=O)c1ccc(COC(=O)c2cc3ccccc3oc2=O)o1	x	x	i	i	i	x	i	i	x	x	x
CCCCn1c(N)c(N(CCOC)C(=O)CSc2nnc(-c3ccc(F)cc3)n2N)c(=O)[nH]c1=O	i	i	i	i	i	i	i	i	i	10	i
O=C(O)c1ccc2c(c1)C(=O)N(c1ccccc1-c1ccccc1)C2=O	i	i	i	i	i	i	i	i	i	3	i
COc1ccccc1N1C(=O)CC(Sc2nccc(C)n2)C1=O (stereo unspecified)	i	i	i	i	i	i	i	i	i	-3	i
COc1ccc(NS(=O)(=O)c2cccc(NC(=O)CCC(=O)c3cccs3)c2)cc1	i	i	i	i	i	i	i	i	i	2	i
O=C1Nc2ccccc2C1=Nc1ccc(-c2nnc3n2CCCCC3)cc1	i	i	i	i	i	i	i	i	i	0	i
C=CCn1c(SCC(=O)c2[nH]c(C)c(C(=O)OCC)c2C)nc2scc(-c3ccc(OC)cc3)c2c1=O	i	i	x	x	x	i	i	x	i	12	i
CCN(C(=O)c1c(N)cnn1C)c1ccccc1	i	i	i	10*	i	i	i	i	i	-12	i
O=C(Nc1ccc(Cl)cc1)Nc1ccc(N2CCOCC2)cc1	i	i	i	i	i	i	i	i	i	1	i
CC(=O)N1c2ccc(S(=O)(=O)NCCC(=O)NC3CCCC(C)C3C)cc2CC1C (stereo unspecified)	i	i	i	i	i	i	i	i	i	-2	i
Cc1ccc(Cl)cc1N1CCN(C(c2cccnc2)c2nnnn2C2CCCCC2)CC1 (stereo unspecified)	i	i	i	i	i	i	i	i	i	10	i
Cc1cc(C)c(S(=O)(=O)N2CCC(C(=O)NCc3ccco3)CC2)c(C)c1	i	i	i	i	i	i	i	i	i	0	i
Cc1ccc(C(=O)NCCSc2ccc(Cl)cc2)cc1[N+](=O)[O-]	i	i	i	i	i	i	i	i	i	-20	i
CCCC1(C)SC(NC(C)=O)=NN1C(C)=O (stereo unspecified)	i	i	i	i	i	i	x	i	i	-2	i
O=C(Nc1ccc(F)cc1F)c1ccccc1-c1ccccc1	i	i	i	i	i	i	i	i	i	-7	i
O=C(CCC(=O)c1ccc(Cl)cc1)OCc1nc2ccsc2c(=O)[nH]1	i	i	i	i	i	i	i	i	i	-9	i
O=C(CNc1ccc(C(F)(F)F)cc1[N+](=O)[O-])OCC(=O)c1ccccc1	i	i	i	i	i	i	i	i	i	-2	i
S=C(NCCCn1ccnc1)Nc1ccc(Cl)cc1Cl	i	i	i	i	i	i	i	i	i	0	i
CN1C(=O)c2ccccc2Sc2ccc(NC(=O)N3CCCC3)cc21	i	i	i	i	i	i	i	i	i	24	i
CCCOc1c(Br)cc(C(=O)NCC)cc1OC	x	x	i	i	i	x	i	i	x	-4	x
Cc1cccc(N(O)C(=O)Nc2cccc(Cl)c2)c1	i	i	i	i	i	i	i	i	i	2	i
The listing continues:
SMILES	TRPC4 inh	TRPC6 act	MrgX1 antagonist	MrgX1 allo act	TMEM16A inh	TRPC6 inhibitor	TMEM16A act	MrgX1 ag	TRPC4 act	SKKanGAS inh	TRPC4 potent
Cc1cccc(N2CCN(C(=O)c3ccc4c(c3)OCCO4)CC2)c1C	i	i	i	i	i	i	i	i	i	5	i
COc1ccc2[nH]c(C(=O)O)c(NS(=O)(=O)c3ccc(OC)c(OC)c3)c2c1	i	i	i	i	i	i	i	i	i	1	i
COc1ccccc1NC(=O)CSc1nnc(C)n1Cc1ccccc1	i	i	i	i	i	i	i	i	i	-11	i
NS(=O)(=O)c1ccc(N/N=C/c2ccccn2)c([N+](=O)[O-])c1	i	i	i	i	i	i	i	i	i	6	i
Cc1ccc(NC(=O)C2CCN(S(=O)(=O)c3cccc4nonc34)CC2)cc1	i	i	i	i	i	i	i	i	i	-1	i
COc1ccc(C2=NOC(C)(c3nnc(-c4ccncc4)o3)C2)cc1 (stereo unspecified)	i	i	i	i	i	i	i	i	i	-4	i
c1ccc(Cc2nnc3n2N=C(c2ccccc2)CS3)cc1	i	i	i	i	i	i	i	i	i	-17	i
CS(=O)(=O)N(CCc1ccccc1)CC(=O)N1CCN(Cc2ccccc2)CC1	i	i	i	i	i	i	i	i	i	6	i
Cn1c(CCNC(=O)c2ccccc2)nc2cc(NC(=O)c3ccco3)ccc21	i	i	i	i	i	i	i	i	i	1	i
Clc1ccc(-c2ccc(/C=N/Nc3cc(N4CCOCC4)nc(N4CCOCC4)n3)o2)cc1	i	i	i	i	i	i	i	i	i	76*	i
CC(C)C[C@H](NC(=O)N1CCn2c1nc1ccccc12)C(=O)NCc1ccccc1	i	i	i	i	i	i	i	i	i	3	i
O=C(CN(Cc1ccco1)C(=O)c1ccc(Cl)cc1)Nc1ccc(Cl)c(Cl)c1	i	i	i	i	i	i	i	i	i	49	i
O=C(NCCCl)NNc1c(Cl)cc(Cl)cc1Cl	i	i	i	i	i	i	i	i	i	-2	i
CCOC(=O)c1c(NC(=O)CSc2nc3ccccc3s2)sc(C(C)=O)c1C	i	i	i	i	25*	i	i	i	i	3	i
O=c1ccc(-c2ccccc2)nn1Cc1ccc(F)cc1	i	i	i	i	i	i	i	i	i	-3	i
